# CYP2C9 act: CYP2C9 (human) activation. P11712. recombinant CYP2C9, luciferin-H conversion, luminescence; stronger effect = higher value; factor 1 = untreated enzyme, 0 = blocked. activation factor at 5 µM. 96,000 tested, 1.4% active;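 active = activation factor of 2 or more for CYP2C9 at a 5 µM dose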;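 also: 0 = sulfaphenazole-blocked wells and 1 = vehicle-only wells; values of inactives mirror those of a sister screen read the other way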
# Target sequence (P11712 whole entry, looked up): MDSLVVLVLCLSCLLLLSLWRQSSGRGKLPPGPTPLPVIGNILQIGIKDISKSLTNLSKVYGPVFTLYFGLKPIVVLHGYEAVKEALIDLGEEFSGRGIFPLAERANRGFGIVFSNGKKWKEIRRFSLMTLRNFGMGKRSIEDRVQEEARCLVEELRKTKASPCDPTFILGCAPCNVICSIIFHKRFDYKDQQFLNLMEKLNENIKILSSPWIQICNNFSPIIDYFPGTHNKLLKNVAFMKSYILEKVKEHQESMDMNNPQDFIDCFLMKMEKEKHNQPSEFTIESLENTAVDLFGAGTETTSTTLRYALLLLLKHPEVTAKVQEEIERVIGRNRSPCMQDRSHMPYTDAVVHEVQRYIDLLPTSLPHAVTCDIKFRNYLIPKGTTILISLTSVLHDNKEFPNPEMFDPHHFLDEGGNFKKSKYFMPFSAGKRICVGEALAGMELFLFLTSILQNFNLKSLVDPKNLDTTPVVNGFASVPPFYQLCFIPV
# LYP act: LYP (human) phosphatase activation; recombinant LYP, DiFMUP fluorescence; 0 = plate median, 100 = signal doubled; activation, % at 2 µM; 96,000 tested, 0.11% active; AID 697;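 active = activation at 2 µM above a set limit, the mean plus 5 SD, cut at about 37% in these data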
# LYP inh 2: inhibitors of human LYP (PTPN22) phosphatase; inhibition, % at 2 µM; AID 640; 96,000 tested, 0.21% active; Q9Y2R2; recombinant LYP catalytic domain, DiFMUP fluorescence;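 active = inhibition at 2 µM at or above a set limit, the screen mean plus 3 SD, cut at about 24% in these data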;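 also: 0% = DMSO with enzyme and 100% = enzyme fully blocked by orthovanadate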
# CYP2C9 inh: inhibitors of human CYP2C9. P11712. inhibition, % at 5 µM. CYP2C9 Supersomes, luciferin-H conversion, luminescence. 96,000 tested, 20% active. AID 777;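 active = blocking of liver enzyme CYP2C9 beyond about 50% at 5 µM, limit read from the data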; also: values of inactives mirror those of a sister screen read the other way
# PostGolgi yeast: growth inhibition of a yeast mutant, post-Golgi transport screen. post-Golgi transport phenotypic cell assay. inhibition, % at 10 µM. 98,000 tested, 0.9% active;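 also: yeast cells grown in 1536-well plates; yeast grown about 18 h at 30C before absorbance read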
# E coli WT exp: E. coli BW25113 growth inhibition, expanded screen; 98,000 tested, 0.15% active; growth inhibition, % at 100 µM; OD600 absorbance;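 active = growth inhibition above about 50% at one test dose, limit read from the data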;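 also: growth measured after 20 h incubation at 37 °C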
# Pyk2 oligo antag: blocks oligomerization of human Pyk2 in cells | Q293 cells, Pyk2 FERM NanoBiT luminescence; stronger effect = lower value | 99,000 tested, 0.83% active | Q14289 | z-score (the deposit names both 25 µM and 10 µM) | AID 1347419;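 active = Z-score of -3 or lower, scaled per plate to the spread of control and sample wells; inactive = z-score above -3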;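 also: negative z-score means lost luminescence so less FERM oligomerization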
# DAT uptake mod: human DAT dopamine uptake with cocaine, either direction. B-score at 10 µM. 110,000 tested, 1.3% active. LLC-PK1 hDAT cells, [14C]-dopamine uptake with cocaine IC80; actives deviate in either direction;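 active = Z score or B-score, a plate-position-corrected score, falls beyond the plate's 99.7% confidence bounds, in either direction; inactive = both scores lie inside the 99.7% bounds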;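 also: scored against the spread of the other compound wells on the same plate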
# Target sequence (Q01959 whole entry, looked up): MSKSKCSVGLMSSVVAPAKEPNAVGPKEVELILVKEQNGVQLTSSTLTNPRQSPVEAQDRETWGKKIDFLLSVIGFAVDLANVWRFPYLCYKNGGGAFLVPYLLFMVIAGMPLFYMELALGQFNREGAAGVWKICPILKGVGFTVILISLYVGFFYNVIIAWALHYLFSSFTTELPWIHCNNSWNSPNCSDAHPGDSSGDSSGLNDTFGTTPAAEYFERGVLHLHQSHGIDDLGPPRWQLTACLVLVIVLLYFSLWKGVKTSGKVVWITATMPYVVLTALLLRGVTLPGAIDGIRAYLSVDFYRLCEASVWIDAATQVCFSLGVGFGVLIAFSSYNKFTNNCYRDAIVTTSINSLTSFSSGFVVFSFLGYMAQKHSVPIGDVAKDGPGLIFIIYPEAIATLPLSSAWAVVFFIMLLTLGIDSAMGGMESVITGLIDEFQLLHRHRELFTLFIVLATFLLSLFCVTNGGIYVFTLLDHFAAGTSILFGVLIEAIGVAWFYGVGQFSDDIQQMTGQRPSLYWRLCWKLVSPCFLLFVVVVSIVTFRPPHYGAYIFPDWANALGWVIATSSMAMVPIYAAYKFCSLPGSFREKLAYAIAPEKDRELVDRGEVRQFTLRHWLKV
# PostGolgi ctrl: inhibits growth of the yeast control strain; efflux-deficient yeast background strain, growth absorbance A615, 16 h; inhibition, % at 10 µM; 98,000 tested, 5% active; AID 738
# Numbers without * were called inactive; . = no result given. Rule as the data show it, unless noted: active = inhibition above about 30%; inactive = the rest.
# Order of values – DAT uptake mod	E coli WT exp	CYP2C9 act	LYP inh 2	PostGolgi ctrl	LYP act	Pyk2 oligo antag	PostGolgi yeast	CYP2C9 inh
COc1ccc(CCN(Cc2cccs2)S(=O)(=O)c2ccc(-n3cnnn3)cc2)cc1OC
  0.47	-18	.	-5	23	4	-0.21	0	.
COCCn1nnnc1C(c1cc2cc(OC)ccc2[nH]c1=O)N1CCC(Cc2ccccc2)CC1 (centres undefined)
  2.5	-4	0.7	17	24	-13	0.96	7	28
O=C(OC(C(=O)NCC1CCCO1)c1ccc(F)cc1)c1cccs1 (centres undefined)
  -0.15	-2	.	-3	-6	8	0.51	-7	.
O=C1C2=C(c3ccccc31)[N+](=O)[C@@H]1CCCC[C@@H]1N2[O-]
  .	9	0.5	-5	2	6	2	-6	46
COc1cnc(SCc2ccc(Cl)c(Cl)c2)nc1Cl
  -0.052	5	0.8	-4	17	8	1.8	13	16
COCCCN1C(=O)c2ccc(C(=O)O)cc2C1=O
  -0.91	0	1	0	10	1	0.83	8	-2
O=C(NCCNC1CCN(Cc2ccccc2)CC1)c1cccs1
  .	-3	0.9	-3	-7	5	.	-10	7
CCN1CCN(CCCNC(=O)c2cc3cc4ccc(OC)cc4nc3o2)CC1
  0.98	0	0.9	-5	35*	3	1.9	13	10
COC(=O)c1cc(S(=O)(=O)N2CCOCC2)c(N2CCOCC2)cc1N1CCOCC1
  -0.036	1	0.2	.	0	.	0.72	0	76*
CC(C)(C)NC(=O)Cn1c(SCC(N)=O)nc2ccccc21
  -1.7	3	1.2	3	5	-2	-0.32	3	-16
CNC(=S)Nc1ccc2nc(C)c(C)nc2c1
  0.12	-1	0.9	-2	-1	5	-0.43	4	11
CCc1c(C)c(C#N)c2nc3ccccc3n2c1N(C)C
  0.06	9	0.8	11	2	-13	0.77	10	25
COc1ccc(C(=O)n2nc(-c3ccc(Cl)cc3)nc2N)cc1OC
  .	-7	1.1	-21	1	22	0.03	2	-12
CCOc1cccc(-c2nnc3sc(COc4ccc(C)cc4)nn23)c1
  -0.19	-12	0.4	.	-3	.	0.59	-9	64*
N/C(=N\c1nc2ccccc2o1)NC(=O)c1ccccc1
  -1.1	1	0.8	18	10	-16	0.25	-1	16
C=CCn1c(SCc2nc3ccccc3[nH]2)nnc1-c1ccc(OC)cc1
  0.81	5	0.8	7	-3	-4	1	-3	22
O=c1c2sc3nc(N4CCOCC4)c4c(c3c2ncn1CCc1ccccc1)CCCC4
  .	-5	0.4	4	14	-1	-0.51	-1	61*
CCOC(=O)C(CC)n1cnc2c(nnn2-c2ccc(C)cc2)c1=O (centres undefined)
  0.45	5	0.5	-8	7	4	0.4	0	50*
CC(C)c1nnc(SCc2ccc(CSc3nnc(C(C)C)n3N)cc2)n1N
  -0.079	3	1	7	-1	-4	1.1	17	-4
COc1cccc(C(=O)Oc2cc(N)n(S(=O)(=O)c3ccc(C)cc3)n2)c1OC
  0.23	7	0.2	0	2	-3	0.33	-7	76*
CCc1nnc(NC(=O)C2Cc3ccccc3CN2S(=O)(=O)c2c(C)c(C)cc(C)c2C)s1 (centres undefined)
  0.75	0	0.4	-7	10	8	-1.9	-7	61*
O=C(NCc1ccc2c(c1)OCO2)c1ccc(-c2ccc(Cl)cc2)o1
  2.4*	-21	0	-5	70*	0	0.66	16	100*
Cn1c(=O)c(C(=O)CSc2nncs2)c(N)n(Cc2ccccc2)c1=O
  0.41	-6	0.4	1	17	-3	0.12	6	62*
CCOc1ccc2[nH]cc(C(=O)N3CCN(C4CCCCC4)CC3)c(=O)c2c1
  -0.32	.	.	-2	.	2	-0.3	.	.
CC(=O)NC1(C(F)(F)F)NC(=O)N(CC(C)C)C1=O (centres undefined)
  -0.51	-3	1.2	-12	9	7	0.28	0	-22
CC(C)(C)NC(=O)CN1CCC(O)(c2ccc3c(c2)OCO3)CC1
  -1.5	.	.	12	.	-12	0.81	.	.
Cc1ccc(N2C(=O)CSC2c2ccc3c(c2)OCO3)cc1 (centres undefined)
  .	1	0.3	1	14	0	.	-4	69*
CC(C)CNC(=S)NNC(=O)c1nn(C)cc1Cl
  -0.56	.	.	1	.	-3	-0.08	.	.
C=CCOc1cccc(C2/C(=C(\O)c3ccc(F)cc3)C(=O)C(=O)N2CCN(C)C)c1 (centres undefined)
  -0.82	8	0.9	4	5	-6	0.7	-4	9
CCOc1cc(/C=C2/C(=O)N(c3ccccc3)N=C2C)ccc1OC(=O)c1ccco1
  -0.6	-1	.	8	-4	-6	-0.5	12	.
CN(C)S(=O)(=O)c1cccc(NC(=O)c2cc3ccccc3o2)c1
  0.27	1	0.4	-10	12	9	-0.74	2	61*
COc1ccc(CN2C(=O)CN=C2Nc2ccc(C)cc2C)cc1
  1.7	-1	0.7	2	28	-4	-0.07	1	32
CCOc1cc(N2CCOCC2)c(OCC)cc1NC(=O)CN1CCc2ccccc2C1
  -0.01	1	0.7	-2	39*	-1	1.1	9	30
CC(NC(=O)c1ccc(NS(C)(=O)=O)cc1)c1ccccc1 (centres undefined)
  0.69	6	1	-6	1	2	-0.11	8	-3
COc1ccc(C(=O)C[N+]2(C)CCOCC2)cc1
  -0.77	3	1	9	1	-8	0.56	13	3
Cc1ccc2c3c1C1(C(=O)N3C(C)(C)CC2C)C(C#N)=C(N)Oc2cc(O)ccc21 (centres undefined)
  0.0088	-3	0.1	8	2	-4	-1.4	-2	89*
O=C(Nc1ccc2ccccc2c1)c1cccnc1
  -0.045	4	0.9	2	10	-4	0	5	8
CCOC(=O)C1CCN(C(=O)c2cn(-c3ccccc3)nc2-c2cccnc2)CC1
  .	.	0.6	-7	.	5	.	.	39
CC(C)Oc1ccc(C(=O)Nc2cc(=O)n(C)c(=O)n2C)cc1
  -1	-4	0.9	-11	2	8	.	-4	11
COC(=O)C(Cc1cnc[nH]1)NC(=O)C1CCC(=O)N1 (centres undefined)
  0.061	-6	0.9	-6	4	5	0	-1	14
CCCOc1ccc(CSC(CC(=O)O)C(=O)O)cc1 (centres undefined)
  0.036	-3	0.9	-4	19	1	0.17	-2	8
CCCc1nc(NCc2ccccn2)c2nnn(Cc3ccccc3F)c2n1
  .	-1	0.9	0	100*	-2	0.3	4	9
NC(=O)C1CCN(c2nc(C3CC3)nc3c2nnn3Cc2ccccc2)CC1
  -0.35	-4	1	.	-1	.	-1.5	0	3
CCc1ccccc1NC(=O)CN1C(=O)C2CCCN2c2ncc(Cl)cc21 (centres undefined)
  -2	2	0.5	5	13	-6	-1.3	11	54*
CC12CCC(C(=O)N(c3ccccn3)c3ccccn3)(OC1=O)C2(C)C (centres undefined)
  -0.0012	3	1.1	.	9	.	-0.36	-6	-8
[O-][n+]1c2c(nn1-c1ccccc1Cl)-c1nonc1CC2
  0.94	1	1.1	4	-5	-8	0.33	12	-15
O=C(Nc1nc(-c2cccnc2)cs1)c1ccc(S(=O)(=O)N2CCOCC2)cc1
  0.56	-9	0.9	-1	27	-2	-0.37	6	10
COc1ccc(N(CC(=O)Nc2cccc(N(C)S(C)(=O)=O)c2)S(C)(=O)=O)cc1OC
  0.26	-2	0.9	-6	-3	6	0.26	11	10
CC(=O)OC(C(=O)NCc1ccc2c(c1)OCO2)c1ccccc1Cl (centres undefined)
  -0.45	4	0.5	4	-6	-6	-0.21	-4	54*
Cc1ccccc1OCc1nnc(SCC(=O)N2CCc3ccccc32)n1C
  -8.6*	.	.	-3	.	2	0	.	.
Cc1ccc(C)c(S(=O)(=O)N2CCN(CC(=O)Nc3ccc4c(c3)OCCO4)CC2)c1
  0.18	-24	1	-11	12	6	-1.7	-6	-1
CC(=O)Oc1c(S(=O)(=O)c2ccc(C)cc2)c(C)nn1-c1ccccc1
  -0.65	-11	0.2	-4	4	1	0.75	3	78*
CSc1ccccc1NC(=S)Nc1cc(C)cc(C)c1
  -0.24	-9	1.1	-7	14	4	-0.47	2	-7
COc1ccc2c(c1)CCc1cc(C(=O)N3CCN(c4ccc(N5CCOCC5)nn4)CC3)sc1-2
  .	-9	1	.	14	.	.	-15	3
CCCCN=C(C)c1c(O)c2ccccc2oc1=O
  0.053	-1	0.4	-3	-9	2	1.2	-13	56*
CCOC(=O)c1ccccc1N/C=C/C(=O)c1ccccc1
  1.3	.	.	19	.	-14	0.17	.	.
CCCN1C(=O)/C(=C/c2c(NCCCOCC)nc3c(C)cccn3c2=O)SC1=S
  0.46	-39	1	3	14	-2	1.1	-6	-1
COc1ccccc1N1CCN(CCC(=O)Nc2ccc3c(c2)OCO3)CC1
  -0.78	0	0.4	-7	0	7	0.85	-5	65*
Cc1nnc(Sc2c(N)n(C)c(=O)[nH]c2=O)s1
  0.61	2	1	4	4	-1	1.6	-3	-4
CC(=O)Nc1nonc1-c1nc2ccccc2n1Cc1nnc(C)o1
  0.81	3	1	9	6	-10	0.32	-4	0

# (further entries)
# Order of values – DAT uptake mod	E coli WT exp	CYP2C9 act	LYP inh 2	PostGolgi ctrl	LYP act	Pyk2 oligo antag	PostGolgi yeast	CYP2C9 inh
COc1cc(C2NC(=O)N(C)C3=C2C(=O)CCC3)cc(OC)c1OC (centres undefined)
  -0.15	2	1.1	-2	-13	3	1.7	9	-14
CC(=O)Nc1ccc(CN2CCN(c3cccc(C(F)(F)F)c3)CC2)cc1
  1.2	4	0.8	-10	7	10	0.59	-5	21
O=C(CSc1nnc(CCCO)n1-c1ccccc1)Nc1nccs1
  -0.66	6	0.8	.	13	.	0.33	3	20
CC1CCc2c(nc3ncnn3c2Nc2ccc(OC(F)(F)F)cc2)C1 (centres undefined)
  0.62	.	.	17	.	-16	-2.2	.	.
CC(=O)NC(Cc1ccccc1)C(=O)NC1CCN(C(=O)NC2CCCCC2)CC1 (centres undefined)
  -0.57	-6	1.1	-2	9	-1	0.25	-3	-5
COc1ccc(Cc2nc(-c3ccccn3)no2)cc1
  -1	6	1	-1	-7	5	0.28	1	4
O=S(=O)(NCc1ccncc1)c1ccccc1
  -0.0086	9	0.7	5	4	-8	0.51	6	33
Cc1nc(NC(=O)C2CC2)sc1C(=O)N1CCCCC1
  0.4	4	0.9	-14	5	11	-0.32	20	9
Cc1cccc(Nc2nc(-c3c(C)nc4ccccn34)cs2)c1
  -0.059	-1	0.4	3	17	0	-1.7	0	61*
O=C(CN1C(=O)c2ccccc2C1=O)N1CCN(c2ccccc2)CC1
  0.27	1	0.9	-5	-3	4	0.1	-2	7
O=C(c1cnn2ccccc12)N1CCc2ccccc21
  0.54	0	1.4	-1	4	-2	.	2	-43
COc1ccc(OC)c(C2C(C(C)=O)=C(O)C(=O)N2c2ccc(F)cc2)c1 (centres undefined)
  1.2	-12	0.9	.	6	.	0.65	2	10
O=C(CCCn1c(=O)[nH]c2cc(Cl)ccc2c1=O)N1CCN(c2ccc([N+](=O)[O-])cc2)CC1
  0.45	-3	1	8	4	-3	0.02	-2	-4
c1nc2nc3c(c(N4CCOCC4)n2n1)CCCC3
  -0.56	-7	1	5	3	-7	0.26	8	-3
Cc1cccc(-n2ncc3c(NCc4cccs4)ncnc32)c1
  0.59	-2	0.5	10	42*	-12	-0.59	6	51*
CCCCCCC(=O)N(O)C1CC(=O)N(c2ccccc2)C1=O (centres undefined)
  -1.1	11	1.2	9	6	-11	.	0	-18
Cc1cccc(Nc2ncnc3nc[nH]c23)c1C
  -1.8	6	.	4	-4	-6	.	1	.
C#CCOC(=O)c1ccccc1C(=O)O
  0.91	.	.	0	.	0	-0.48	.	.

# One compound at a time (already shown):
# Shown for `O=C(CN1C(=O)c2ccccc2C1=O)N1CCN(c2ccccc2)CC1` = DAT uptake mod: 0.27; E coli WT exp: 1; CYP2C9 act: 0.9; LYP inh 2: -5; PostGolgi ctrl: -3; LYP act: 4; Pyk2 oligo antag: 0.1; PostGolgi yeast: -2; CYP2C9 inh: 7
# Shown for `CC(=O)Nc1ccc(CN2CCN(c3cccc(C(F)(F)F)c3)CC2)cc1` = DAT uptake mod: 1.2; E coli WT exp: 4; CYP2C9 act: 0.8; LYP inh 2: -10; PostGolgi ctrl: 7; LYP act: 10; Pyk2 oligo antag: 0.59; PostGolgi yeast: -5; CYP2C9 inh: 21

# Assay outcomes as filed in PubChem BioAssay.
